From PubChem
NTR1 ag = agonists of NTR1, primary screen, imaging, U2OS cells, beta-arrestin-GFP, high content (AID 493036) | P30989 | NTR1-U2OS beta-arrestin-GFP spot imaging, agonist mode | 330,000 tested, 0.17% active | activation, % at 20 µM;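 active means activation at or above 40% of the spot to cytoplasm intensity ratio, with at least 20 cells analyzed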;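 further: 0% = DMSO without peptide and 100% = 100 nM NTR1 peptide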
Target sequence (P30989 whole entry, looked up): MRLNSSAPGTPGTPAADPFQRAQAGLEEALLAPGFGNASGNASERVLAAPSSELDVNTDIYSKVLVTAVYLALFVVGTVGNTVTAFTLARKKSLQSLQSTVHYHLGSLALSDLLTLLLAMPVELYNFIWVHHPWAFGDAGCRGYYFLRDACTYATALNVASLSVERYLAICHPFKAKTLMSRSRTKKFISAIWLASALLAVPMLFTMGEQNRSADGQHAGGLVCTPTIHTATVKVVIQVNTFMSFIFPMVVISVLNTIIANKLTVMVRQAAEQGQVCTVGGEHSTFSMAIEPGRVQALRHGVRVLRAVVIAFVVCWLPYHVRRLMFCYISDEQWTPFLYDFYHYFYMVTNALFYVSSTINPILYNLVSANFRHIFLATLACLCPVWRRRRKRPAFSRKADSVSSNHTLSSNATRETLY
UTI89 phage lysis = protection from phage-mediated lysis, alamar blue read-out – E. coli UTI89, K1F phage, bacterial capsule biogenesis inhibitors (AID 488966); E. coli UTI89 K1F phage lysis, alamar blue, 2 h; higher % means a stronger effect; one-dose inhibition, % at 100 µM; IC50 in µM for titrated hits; 340,000 tested, 0.02% active;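 active means phage lysis inhibition, versus mean bacterial control, above a set limit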;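 further: capsule biogenesis inhibitors block K1F phage lysis so surviving cells raise fluorescence; higher fluorescence means more inhibition of phage lysis; actives were called in the ten point dose series up to 300 µM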
Dengue-2 NS5 capping = flavivirus cap methylation enzyme inhibition – biochemical, confirmation dose response, primary screen (AID 588689); inhibition, % at 25 µM, or IC50 in µM where a hit was titrated; Dengue-2 NS5 methyltransferase capping enzyme assay, biochemical; higher % means a stronger effect; 340,000 tested, 0.3% active; in the data active means a potency from the dose series
WT yeast gro inh = growth inhibition of WT yeast, mitochondrial fusion screen | inhibition, % at 10 µM | mitochondrial fusion phenotypic screen, WT strain | 190,000 tested, 2.1% active; in the data active means inhibition above about 58%; tested in S. cerevisiae
RSV CPE inhibition = RSV antiviral activity via CPE protection, HEp-2 cells, primary 10 µM value included (AID 2391); HEp-2 cells, RSV-induced CPE inhibition; higher % means a stronger effect; CPE inhibition, % at 10 µM, or IC50 in µM where a hit was titrated; 310,000 tested, 0.13% active; in the data active means a potency from the dose series; further: strong numbers were not always called active
GPR35 arrestin U2OS = inhibition of zaprinast-stimulated GPR35 beta-arrestin translocation – imaging, U2OS, beta-arrestin-GFP, zaprinast agonist, primary screen (AID 2058); one-dose inhibition, % at 10 µM; IC50 in µM for titrated hits; U2OS GPR35 beta-arrestin-GFP translocation imaging, zaprinast antagonism; higher % means a stronger effect; 290,000 tested, 0.052% active;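 active means inhibition of at least 50% with at least 30 cells and total cytoplasm GFP at most 10,000,000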
AID2073 = inhibitors of Mint1-CaV2.2 protein interaction, biochemical, HTRF (AID 2073); inhibition, % at 20 µM, or IC50 in µM where a hit was titrated; HTRF protein-protein interaction, Mint1-CaV2.2; higher % means a stronger effect; 290,000 tested, 0.19% active; in the data active means inhibition mostly above about 51%, no sharp cut-off; further: some results filed as inactive read as strong as hits
LYP phosphatase = inhibitors of LYP phosphatase, biochemical, fluorescence intensity, uHTS (AID 1779); recombinant LYP phosphatase, fluorescence intensity; higher % means a stronger effect; inhibition, % at 11.5 µM; hits with a dose series show IC50 in µM; 290,000 tested, 0.054% active; in the data active means inhibition above about 50%;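 further: plate controls were vehicle with enzyme for no effect and no enzyme for full effect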
Autophagy HCS = modulators of autophagy. MEF GFP-LC3 puncta imaging; test concentration mostly 10 µM. calls only at 10 µM (by protocol). 190,000 tested, 0.98% active;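 active means percentage of spot-positive cells more than 3 SD above its plate mean, without a fluorescence outlier flag or 80% toxicity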;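 further: spot-positive cell cutoff set from DMSO-treated cells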
WT yeast gro inh mutant strain = also measured in WT yeast gro inh; calls as there; inhibition, %; mitochondrial fusion phenotypic screen, mutant strain inhibition
Autophagy HCS cell loss 18 h = recorded beside Autophagy HCS, whose call it bears; toxicity, %; measured here: cell loss, nuclei count;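 cell loss after 18 h compound exposure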
NTR1 ag cell count 20 µM = also measured in NTR1 ag; calls as there; cell count; measured here: cell count, cytotoxicity flag
An asterisk follows results filed as active; i = inactive; . = no result given; [ ] = remark or other dose.

SMILES	NTR1 ag	NTR1 ag cell count 20 µM	UTI89 phage lysis	Dengue-2 NS5 capping	WT yeast gro inh	WT yeast gro inh mutant strain	RSV CPE inhibition	GPR35 arrestin U2OS	AID2073	LYP phosphatase	Autophagy HCS	Autophagy HCS cell loss 18 h
Clc1nnc(N/N=C/c2ccccc2)c2ccccc12	5.4	51	0.9%	-1%	23	22	20%	-3%	-7%	-3%	i	-4
CC(=O)NS(=O)(=O)c1ccc(N2C(=O)CC(Sc3nccc(C)n3)C2=O)cc1 (centres undefined)	0.5	37	0.0%	2%	.	.	0.9%	-4%	3%	-3%	.	.
CC(=O)c1c(C)[nH]c(C2=NNC(=NC(C)(C)C)SC2)c1C	0.0	65	0.4%	-6%	-2	-11	-1.1%	11%	-16%	1%	i	-12
COC(=O)Cn1c2c(c3cc(C)ccc31)CCCC2	1.0	57	-1.3%	-2%	-25	6	2.0%	-4%	-9%	-3%	.	.
Cc1ccc2ccccc2[n+]1CCCS(=O)(=O)[O-]	-0.9	45	6.3%	-5%	-15	0	1.3%	-4%	6%	-8%	i	5
O=C(O)c1cc(/C=N\O)ccc1OCc1ccccc1	-0.6	81	-0.2%	-4%	16	8	0.6%	-4%	1%	1%	i	-2
CC1CCCCN1C(=O)COC(=O)c1cc([N+](=O)[O-])ccc1N (centres undefined)	-0.6	58	-1.6%	-8%	.	.	-0.4%	.	.	.	.	.
CN(C)S(=O)(=O)c1ccc(C(=O)OCC(=O)Nc2ccc(OC(F)F)cc2)cc1	0.6	70	0.0%	-6%	.	.	0.1%	-2%	24%	0%	.	.
COc1ccc(NC(=O)/C(=C/c2cccs2)NC(=O)c2ccco2)cc1	-1.0	42	0.1%	7%	.	.	0.6%	-4%	-5%	-6%	.	.
CCn1c(=O)c(C(=O)NCCc2ccc(Cl)cc2)c(O)c2ccccc21	4.6	66	0.5%	5%	.	.	2.6%	11%	4%	-5%	.	.

An excerpt of the results above, as a working copy:
SMILES	NTR1 ag	NTR1 ag cell count 20 µM	UTI89 phage lysis	Dengue-2 NS5 capping	WT yeast gro inh	WT yeast gro inh mutant strain	RSV CPE inhibition	GPR35 arrestin U2OS	AID2073	LYP phosphatase	Autophagy HCS	Autophagy HCS cell loss 18 h
Clc1nnc(N/N=C/c2ccccc2)c2ccccc12	5.4	51	0.9%	-1%	23	22	20%	-3%	-7%	-3%	i	-4
CC(=O)NS(=O)(=O)c1ccc(N2C(=O)CC(Sc3nccc(C)n3)C2=O)cc1 (centres undefined)	0.5	37	0.0%	2%	.	.	0.9%	-4%	3%	-3%	.	.
CC(=O)c1c(C)[nH]c(C2=NNC(=NC(C)(C)C)SC2)c1C	0.0	65	0.4%	-6%	-2	-11	-1.1%	11%	-16%	1%	i	-12
COC(=O)Cn1c2c(c3cc(C)ccc31)CCCC2	1.0	57	-1.3%	-2%	-25	6	2.0%	-4%	-9%	-3%	.	.

Individual results from the results shown:
Clc1nnc(N/N=C/c2ccccc2)c2ccccc12 in GPR35 arrestin U2OS has -3%
CC(=O)NS(=O)(=O)c1ccc(N2C(=O)CC(Sc3nccc(C)n3)C2=O)cc1 (centres undefined) in GPR35 arrestin U2OS has -4%
CCn1c(=O)c(C(=O)NCCc2ccc(Cl)cc2)c(O)c2ccccc21 in UTI89 phage lysis has 0.5%
CC(=O)c1c(C)[nH]c(C2=NNC(=NC(C)(C)C)SC2)c1C in GPR35 arrestin U2OS has 11%
COc1ccc(NC(=O)/C(=C/c2cccs2)NC(=O)c2ccco2)cc1 in RSV CPE inhibition has 0.6%

The results go on:
SMILES	NTR1 ag	NTR1 ag cell count 20 µM	UTI89 phage lysis	Dengue-2 NS5 capping	WT yeast gro inh	WT yeast gro inh mutant strain	RSV CPE inhibition	GPR35 arrestin U2OS	AID2073	LYP phosphatase	Autophagy HCS	Autophagy HCS cell loss 18 h
O=C(Oc1cc(-c2ccccc2)no1)c1ccc(Cl)cc1	-1.0	68	-0.6%[50 µM]	-3%	9	13	0.9%	2%	0%	1%	i	-2
CC(CNC(=O)c1ccc2c(c1)OCO2)c1ccc([N+](=O)[O-])cc1 (centres undefined)	-0.5	51	0.2%	-11%	17	14	3.2%	-9%	2%	-4%	i	-48
CC(C)OC(=O)/C(=C\c1cccc2ccccc12)NC(=O)c1ccccc1	-0.8	79	0.4%	-1%	17	11	2.3%	11%	14%	-2%	i	-11
COC(=O)Cc1ccc(NC(=O)c2ccc3c(c2)C(=O)N(CC2CCCO2)C3=O)cc1 (centres undefined)	1.9	59	0.0%	0%	.	.	2.0%	2%	-7%	-9%	.	.
CC1(C)CC(=O)C([N+](=O)[O-])=C(NCCCO)C1	0.9	64	-0.4%	0%	0	-8	0.9%	27%	-1%	-6%	i	6
Cc1ccc(-c2nc(=S)c3c(n2Cc2ccco2)CC(C)(C)OC3)cc1	3.9	87	0.0%	-3%	14	0	0.9%	-4%	17%	-1%	i	21
CC(=O)NCCCc1nc2ccccc2n1Cc1cc(C)ccc1C	2.6	75	-0.1%	1%	-4	13	1.3%	0%	8%	-10%	i	21
O=C(CCSc1ccccc1Cl)Nc1cccc([N+](=O)[O-])c1	0.7	90	-0.2%	-4%	52	44	11%	-6%	-6%	-2%	i	-6
Cn1c(=O)c2ccccc2n2c(=S)[nH]nc12	-1.7	48	0.1%	-7%	.	.	1.9%	10%	-31%	-8%	.	.
COc1ccc(NC(=O)N(Cc2cc3cc(C)ccc3[nH]c2=O)CC2CCCO2)cc1 (centres undefined)	-0.1	67	0.2%	-5%	.	.	1.6%	-7%	1%	-8%	.	.
CCOc1ccc(N(CC(=O)Nc2cccc(N(C)S(C)(=O)=O)c2)S(=O)(=O)c2ccccc2)cc1	-1.3	70	2.6%	-1%	-2	21	10%	-8%	-5%	0%	i	5
CCOC(=O)c1c(C)[nH]c(C(=O)OCC(=O)N2CC(C)OC(C)C2)c1C (centres undefined)	-1.9	83	-0.2%	0%	18	21	2.6%	-5%	1%	-1%	i	-5
COc1ccc(CCNC(=O)CCC(=O)N2CC(C)Oc3ccc(Cl)cc32)cc1OC (centres undefined)	-1.7	59	1.2%	-3%	.	.	3.3%	-1%	8%	-9%	.	.
CC(C)C(C(=O)Nc1ccccc1F)N1C(=O)c2ccccc2C1=O (centres undefined)	2.2	61	-0.4%	-8%	.	.	1.2%	.	.	.	.	.
Cc1nn(C(=O)c2nn(C)cc2Cl)c(C)c1Br	-1.0	64	-3.8%	-4%	8	24	3.8%	-12%	1%	-6%	i	2
Cc1ccc(OCCC(=O)OCC(=O)NCc2ccccc2)cc1	-0.1	75	0.1%[50 µM]	8%	.	.	-1.9%	.	.	.	.	.
O=C(CSc1ncn[nH]1)Nc1ccc(Cl)c(Cl)c1	0.6	52	-0.7%	-3%	21	2	3.7%	-13%	-2%	-3%	i	-12
CC(C)c1ccc(S(=O)(=O)N2CCN(C(=O)c3ccc(N4CCCC4)c([N+](=O)[O-])c3)CC2)cc1	0.7	68	0.2%	-1%	.	.	8.5%	-1%	8%	2%	.	.
CCSc1nnc2c(n1)OC=Nc1ccc(Br)cc1-2	0.5	49	0.8%	3%	29	15	1.1%	-7%	-8%	-1%	i	13
Cc1ccc(N2C(=O)C3C=NNC3C2=O)cc1 (centres undefined)	0.4	53	0.8%	-1%	-16	-15	0.6%	6%	-6%	-3%	i	-3
COc1ccc(-c2nnn(CC(=O)NCc3cccs3)n2)cc1OC	-2.0	81	-0.4%	2%	10	-5	15%	-7%	11%	-2%	i	5
O=C(CSc1nnc2ccccn12)Nc1cccc(-c2nc3ccccc3s2)c1	-0.6	46	4.8%	4%	-8	20	2.4%	1%	35%	-4%	i	0
CCCC(C)C(=O)Nc1ccc(Cl)cn1 (centres undefined)	-3.3	74	3.2%	-6%	4	10	1.3%	11%	8%	-2%	i	29
O=C(c1ccc2c(c1)OCCO2)C1CCN(C(=O)c2ccc(F)c(F)c2)CC1	0.6	71	1.7%	-4%	6	3	1.3%	-5%	-7%	-9%	i	-4
Cc1ccc(Cn2nnc3c(=O)n(CC(=O)N4CCCCC4)cnc32)cc1	-0.3	51	1.4%	-5%	2	-6	0.8%	10%	-2%	-13%	i	11
N#C/C(=C\c1ccncc1)C(=O)Nc1ccc(C(=O)O)cc1	-0.5	56	-0.2%	-9%	.	.	3.3%	-5%	6%	-9%	.	.
COc1cc(NC(=O)COc2ccccc2)ccc1NC(=O)c1ccco1	0.9	51	0.0%	-12%	.	.	2.1%	18%	9%	-6%	.	.
CCOC(=O)N1CCN(C(=O)CN(c2ccc(Oc3ccccc3)cc2)S(C)(=O)=O)CC1	0.5	94	-0.4%	4%	2	1	1.1%	8%	2%	-8%	i	11
COC(=O)c1c(NC(=O)COC(=O)CCNS(=O)(=O)c2ccccc2)sc(C)c1C	4.5	49	-0.6%[50 µM]	-9%	.	.	2.5%	1%	6%	1%	.	.
COc1ccc(N=c2sc3ccccc3n2C)cc1	5.2	44	8.3%	0%	23	32	5.0%	4%	11%	0%	i	0
COc1ccc(CN2CCN(c3ccccc3OC)CC2)cc1OC	-0.5	63	-0.2%	-5%	.	.	1.2%	-5%	2%	-6%	.	.
CCOC(=O)c1ccc(NC(=O)Nc2cccc(C)n2)cc1	1.6	97	0.0%	-5%	11	-6	8.0%	-4%	30%	-9%	i	6
O=C(CSc1nc2scc(-c3ccccc3)c2c(=O)[nH]1)N1CCOCC1	0.6	79	-1.0%[50 µM]	-6%	.	.	2.8%	-10%	0%	-9%	.	.
CC(NC(=O)/C(C#N)=C/c1ccco1)c1ccccc1 (centres undefined)	0.4	69	0.2%	-7%	.	.	2.6%	-11%	-10%	1%	.	.
C=CC[n+]1c(-c2ccc(C)cc2)csc1Nc1ccc(NC(C)=O)cc1	.	.	0.5%	-18%	9	14	.	-10%	-3%	-4%	i	-5
Cc1ccc(C(C)NC(=O)c2ccco2)cc1 (centres undefined)	-2.3	95	0.4%	1%	-9	1	0.6%	6%	-2%	-4%	i	-1
CC1(C)CN(c2ccc(-c3ccnc4ncnn34)cc2)C1=O	-1.3	26	i	-9%	-11	3	-2.1%	3%	35%	-68%	i	-1
O=C1C=C(O)CC(c2ccc(Cl)cc2)C1 (centres undefined)	-0.7	43	1.9%	-7%	5	-2	1.2%	-1%	3%	-6%	i	2
COc1ccc(NC(=O)CC2C(=O)NCCN2C(=O)c2ccccc2)cc1 (centres undefined)	2.3	59	0.3%	2%	.	.	1.6%	1%	9%	-4%	.	.
CSc1nc(-c2ccccc2)[nH]c(=S)c1C(C)=O	-1.1	37	-0.4%	-1%	0	-7	-0.5%	-7%	-1%	6%	i	-13
CCOC(=O)C1CCN(C(=O)CN2C(=O)C(CC)Oc3ccccc32)CC1 (centres undefined)	-0.1	48	1.5%	3%	-11	-27	1.0%	-11%	10%	-10%	i	-3
O=C(CSc1nnc2ccccn12)Nc1ccccc1C(=O)O	0.2	20	-0.2%	1%	-12	12	1.6%	1%	-7%	-8%	i	-6
CC(OC(=O)CCc1nc2ccccc2c(=O)[nH]1)C(=O)NC1CCCC1 (centres undefined)	0.6	34	-2.5%	6%	-13	-5	1.0%	15%	11%	2%	i	3
COCC(C)n1c(=O)sc2ccccc2c1=O (centres undefined)	0.9	50	-1.9%	0%	-10	-2	-0.6%	14%	-3%	-3%	i	4
